LRH-1 inv ag: inverse agonists of human LRH-1 (NR5A2); O00482; HEK293T StAR-luciferase reporter, LRH-1 transfected, 24 h; inhibition, % at 3.6 µM; hit rate 0.13% among 360,000;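 active = inhibition above the mean inhibition of all tested compounds plus 3 SD, cut at about 73% in these data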;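 also: 0% = DMSO wells and 100% = reporter-only cells lacking LRH-1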
Target sequence (O00482 whole entry, looked up): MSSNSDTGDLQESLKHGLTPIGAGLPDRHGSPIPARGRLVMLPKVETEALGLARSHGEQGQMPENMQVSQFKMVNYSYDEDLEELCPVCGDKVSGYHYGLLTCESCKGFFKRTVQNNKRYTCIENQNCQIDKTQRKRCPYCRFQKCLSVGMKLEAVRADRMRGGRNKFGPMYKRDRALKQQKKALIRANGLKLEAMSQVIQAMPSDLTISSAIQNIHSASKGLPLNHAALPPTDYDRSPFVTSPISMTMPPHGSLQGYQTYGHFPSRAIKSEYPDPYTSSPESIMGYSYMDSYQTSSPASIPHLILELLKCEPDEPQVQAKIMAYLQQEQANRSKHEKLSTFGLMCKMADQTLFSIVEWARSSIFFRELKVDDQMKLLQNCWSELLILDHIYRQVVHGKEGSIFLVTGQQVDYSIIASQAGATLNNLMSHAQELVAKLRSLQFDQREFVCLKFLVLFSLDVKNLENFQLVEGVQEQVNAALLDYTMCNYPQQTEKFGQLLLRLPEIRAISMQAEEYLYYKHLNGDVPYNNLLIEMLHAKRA
NCOA1 inh: human NCOA1 inhibition | HEK293 GAL4-SRC1 luciferase reporter, luminescence | inhibition, % at 3.6 µM | hit rate 0.12% among 360,000 | AID 588354;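 active = inhibition above the campaign mean plus 3 SD, with each screening campaign given its own cutoff, cut at about 60% in these data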;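 also: 0% = DMSO treated cells and 100% = gossypol at 36 µM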
SRC3 inh: inhibitors of human steroid receptor coactivator 3 (SRC3); Q9Y6Q9; HEK293 GAL4-SRC3 luciferase reporter, luminescence; inhibition, % at 3.6 µM; hit rate 0.17% among 360,000;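 active = inhibition above a per-campaign cutoff, the mean of all compounds plus 3 SD, cut at about 60% in these data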;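 also: 0% = DMSO-treated cells and 100% = gossypol-treated cells at 36 µM; higher means less SRC3-driven luciferase light from the GAL4 reporter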
TROY signal inh: blocks TROY-dependent signaling in reporter cells; Q293 LMP1-TROYcd NF-kB luciferase reporter, 4 h; inhibition, % at 10 µM; hit rate 0.98% among 360,000; AID 1347056;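 active = compounds whose plate-normalised and pattern-corrected inhibition of the luciferase reporter signal at the single screening dose is 50% or more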
EBV LMP1 NFkB: reduces LMP1-driven NF-kappaB luciferase signal | LMP1-induced NF-kappaB luciferase reporter cells, luminescence | inhibition, % at 12.5 µM | hit rate 0.69% among 350,000; in the data active = inhibition above about 41%;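 also: 0% = neutral control wells and 100% = reference inhibitor control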
Vif inh: inhibitors of HIV Vif; HEK293T cells, Vif self-association by quenched fluorescence, imaging, 24 h; inhibition, % at 7.49 µM; hit rate 0.35% among 340,000; AID 602346; in the data active = inhibition above about 50%, passing the limit was not always enough; also: some results filed as inactive read as strong as hits
TRAIL sens C8: sensitizes caspase-8 expressing cells to TRAIL; inhibition (viability loss, TRAIL sensitization), % at 10 µM; NB7+C8 cells + TRAIL, ATPlite viability luminescence; AID 624354; hit rate 1% among 360,000;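 active = compounds causing at least 50% loss of cell viability in the single-dose screen, relative to plate controls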
COUP-TFII inh: blocks human COUP-TFII nuclear receptor. HEK293T NGFI-A luciferase reporter, luminescence. inhibition, % at 8.6 µM. AID 686940. hit rate 0.7% among 370,000. P24468;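 active = inhibition above a per-plate cutoff, mean inhibition of test wells between control levels plus 3 SD, cut at about 38% in these data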;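 also: cells cotransfected with COUP-TFII expression vector driving the NGFI-A reporter; 0% = median of COUP-TF2 test wells and 100% = reporter-only cells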
Target sequence (P24468 whole entry, looked up): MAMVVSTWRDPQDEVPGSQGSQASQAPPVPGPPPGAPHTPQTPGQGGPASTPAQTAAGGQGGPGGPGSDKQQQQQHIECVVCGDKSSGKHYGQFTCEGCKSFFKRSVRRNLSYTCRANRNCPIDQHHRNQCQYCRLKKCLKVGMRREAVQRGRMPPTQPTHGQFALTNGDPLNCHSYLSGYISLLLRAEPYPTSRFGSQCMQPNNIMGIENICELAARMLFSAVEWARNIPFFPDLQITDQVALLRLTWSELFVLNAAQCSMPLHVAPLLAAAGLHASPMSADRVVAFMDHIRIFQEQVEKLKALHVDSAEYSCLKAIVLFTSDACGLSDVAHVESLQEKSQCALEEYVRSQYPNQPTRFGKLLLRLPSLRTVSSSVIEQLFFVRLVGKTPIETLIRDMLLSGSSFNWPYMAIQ
TLR9-MyD88 inh: TLR9-MyD88 interaction inhibition; Q9NR96+Q99836; CHO BLA complementation TLR9-MyD88, CCF4 FRET ratio; inhibition, % at 4.98 µM; hit rate 0.21% among 340,000; AID 504734;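 active = inhibition above the mean over all tested compounds plus 3 SD, cut at about 21% in these data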;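 also: 0% = DMSO only wells and 100% = clavulanate BLA inhibitor control wells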
NCOA2 inhibitor: inhibits human steroid receptor coactivator 2; AID 651957; inhibition, % at 9 µM; HEK293 GAL4-SRC2 luciferase reporter, luminescence; hit rate 0.17% among 370,000; Q15596;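 active = inhibition above the mean inhibition of all tested compounds plus 3 SD, set per campaign, cut at about 52% in these data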;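 also: 0% = DMSO treated cells and 100% = cells given Gossypol at 36 µM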
NOD2 RIPK2 PPI: NOD2-RIPK2 protein interaction inhibition | O43353 | CHO BLA complementation NOD2-RIPK2, CCF4 ratio | inhibition, % at 4.98 µM | hit rate 0.38% among 360,000 | AID 624267; in the data active = inhibition above about 21%;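 also: 0% = vehicle only and 100% = reference blocker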
* = called active by the depositor; · = not tested or not shown.

SMILES	LRH-1 inv ag	NCOA1 inh	SRC3 inh	TROY signal inh	EBV LMP1 NFkB	Vif inh	TRAIL sens C8	COUP-TFII inh	TLR9-MyD88 inh	NCOA2 inhibitor	NOD2 RIPK2 PPI
CS(=O)(=O)c1ccc(Cl)c(NC(=O)CCNC(=O)c2ccco2)c1	13	-20	-6	-1	8	-5	-43	-9	-6	-30	2
Cc1nc2c(OCc3ccccc3)cccn2c1N(C)C(=O)C1CCCCC1	4	4	-3	-11	·	-4	-5	-8	·	23	9
CCc1nnc(NC(=O)c2ccc(-c3ccc(C(C)=O)cc3)o2)s1	-19	18	12	-13	2	38	14	-10	-6	-8	-10
CN(O)C(=S)c1ccccc1	24	-123	14	-17	1	-8	32	43*	22*	31	17
CN1CCN(CCC2Oc3cc([N+](=O)[O-])ccc3NC2=O)CC1 (stereo unspecified)	13	6	14	10	-14	-2	0	-4	1	-26	-2
O=C(Nc1ccccc1)c1ccc(-c2ccc([N+](=O)[O-])cc2)o1	-17	-25	-18	-46	-14	-4	10	-39	-5	-43	8
Cc1ccc(C(=O)Nc2ccc(F)cc2)o1	-33	-21	-10	-77	-14	-2	5	-15	-7	-12	-5
COc1ccc(-c2nc(CS(=O)(=O)CC(=O)Nc3cccc(C(C)=O)c3)c(C)o2)cc1	-18	4	10	-13	-3	0	-14	-7	3	-27	-3
O=C(CCCCC(=O)NN=Cc1ccc2c(c1)CCC2)NN=Cc1ccc2c(c1)CCC2	-4	-6	-3	-17	-19	0	-3	19	-2	-8	-12
O=C(NCc1ccco1)c1cc2n(n1)C(C(F)(F)F)CC(c1ccc(F)cc1)N2 (stereo unspecified)	31	-24	-11	-10	-5	-3	-7	12	5	-5	-6
O=C(CCc1nnc2ccc(NCc3ccco3)nn12)Nc1ccc(F)cc1F	-29	10	12	10	-9	8	-14	6	-26	2	-5
Cc1cc(C)nc(OC(C(=O)O)C(OCCc2ccccc2)(c2ccc(F)cc2)c2ccc(F)cc2)n1 (stereo unspecified)	7	13	-14	38	4	0	-6	14	-4	-11	6
CCOC(=O)[C@H]1[C@H]2COc3ccc(Br)cc3[C@@H]2N2C(=O)CN(Cc3ccco3)C(=O)[C@@]12C	5	-7	12	-9	-1	2	-5	7	0	39	-25
COc1ccc(OCC(=O)N(C)Cc2ccccc2)cc1	-20	3	6	13	-7	-1	-7	12	-5	-41	-4
CCOc1ccc(OCCC(=O)N2CCN(S(=O)(=O)c3cccc(F)c3)CC2)cc1	-2	0	18	11	-1	18	7	2	0	-12	-1
COc1ccc(OC)c(-n2c(-c3cnccn3)n[nH]c2=S)c1	-11	5	13	-8	-4	1	2	7	-4	-13	9
CC1=NOC2(C1)N(C)c1ccccc1C2(C)C (stereo unspecified)	9	-6	2	17	-11	·	-26	-2	-6	-11	-12
Cc1ccc2cc(CN(CCCO)S(=O)(=O)c3cccc4nsnc34)c(=O)[nH]c2c1	17	-12	2	5	-9	8	-15	4	2	5	4
CC(=O)Nc1nc(SCc2cccc3ccccc23)n[nH]1	-26	-15	-5	8	35	-7	3	-7	-7	-18	2
COc1ccccc1NC(=O)Nc1cccc(C)n1	-21	5	-16	-33	-9	0	0	6	-2	-8	7
O=C(CN1C(=O)NC2(CCCCCCC2)C1=O)N1CCOCC1	3	2	6	2	-2	1	-10	·	-5	·	2
O=C(NCc1ccco1)/C(=C\c1ccco1)NC(=O)c1cccs1	-7	-18	2	-11	3	-2	1	4	4	12	5
Cc1ccc(C(=O)NC2CC2)cc1S(=O)(=O)N1CCOCC1	17	-13	0	1	-5	0	-12	-18	1	16	5
CCc1c(C)nc2ccc(Br)cc2c1Cl	7	-15	-9	-31	-3	5	15	10	-2	5	-5
COC(=O)[C@]12CCCCC=C1N(CCC1=CCCCC1)C(=O)[C@H](CC(=O)NCCC(C)C)C2	11	·	·	2	·	·	3	22	·	22	0
C/C(=N\NC(=O)c1c(Cl)cnn1C)c1cccnc1	-116	-93	-52	-13	-6	-2	-2	-14	7	-45	2
O=C(c1ccccc1)c1cncc(Br)c1	1	6	8	-9	0	8	-13	14	3	-7	-8
Cc1ccccc1N/C(=N/S(=O)(=O)c1ccccc1)c1ccc(F)cc1	7	-26	0	0	-3	-18	-14	4	2	-8	-1
CC(=O)N1CCN(c2nc3ccc([N+](=O)[O-])cc3s2)CC1	-4	-17	-5	-45	-18	-7	-12	-5	4	-12	-8
CCN(CCNCC(O)COCc1ccc(Cl)cc1)c1cccc(C)c1 (stereo unspecified)	7	-7	21	-13	-4	2	7	6	1	2	5
O=C(NCCc1ccccc1O)c1cc2c(cc1[N+](=O)[O-])OCO2	11	-1	12	-16	2	-6	-10	-1	0	-2	-12
O=S(=O)(c1ccccc1F)N1CCN(c2nc(-c3cccnc3)nc3ccccc23)CC1	14	-5	-14	-7	-10	-9	8	0	-11	-17	-8
CC(C)CCN1C(=O)c2ccc(C(=O)Nc3c[nH]c(=O)[nH]c3=O)cc2C1=O	20	-1	-4	-17	-2	3	3	3	4	-13	2
O=C(c1ccco1)N1CCN(S(=O)(=O)c2ccc(C3CCCCC3)cc2)CC1	-3	11	4	25	13	1	17	-12	7	-13	-4
O=C(Nc1ccc(S(=O)(=O)Nc2nccs2)cc1)c1cc(-c2ccccn2)nc2ccccc12	11	-14	18	11	-18	1	-1	-2	-7	2	-6
COC(=O)c1ccc(CSc2cc(C)c3cc(C)cc(C)c3n2)o1	2	2	16	-25	6	5	2	4	8	-14	3
O=C(Nc1ncnc2c1ncn2[C@@H]1O[C@H](/C=C/C(=O)N2CCN(c3ccc(F)cc3)CC2)[C@@H](O)[C@H]1O)c1ccccc1	-4	-5	-2	-4	·	13	-2	18	·	-11	4
Cc1ccc(S(=O)(=O)N2CCN(C(=O)COC(=O)/C=C/c3ccc(F)cc3)CC2)c(C)c1	14	-10	-3	7	-5	19	10	2	13	-8	-14
COc1ccc(NS(=O)(=O)c2cc(NC(=O)c3ccc(C)o3)ccc2N2CCCCC2)cc1	2	18	6	-4	5	-2	-7	1	-8	-7	-4
O=S(=O)(N[C@H](CO)c1ccccc1)c1ccc(Br)cc1F	-1	4	2	1	-5	12	-5	-8	-6	-4	-6
O=C(O)CCCN1C(=O)/C(=C/c2cn(-c3ccccc3)nc2-c2cccs2)SC1=S	-7	-17	1	41	1	-20	3	6	6	13	6
Cc1ccc(N2N=C(C(=O)O)CCC2=O)cc1Cl	-6	11	12	-12	3	-15	-12	1	-2	5	0
CC(=O)NC(Cc1ccccc1F)C(=O)NC1CCN(C(=O)c2cnccn2)CC1 (stereo unspecified)	13	-10	18	-3	-21	55*	-15	3	-8	-9	-9
CCN(CC(=O)Nc1cc(Cl)ccc1C)C(=O)c1nc2nc(C)cc(C)n2n1	-8	-1	4	9	-3	1	14	-14	-10	-23	4
CC(NC(=O)c1ccco1)C(=O)N1CCN(S(=O)(=O)c2ccccc2C#N)CC1 (stereo unspecified)	-13	-38	2	14	3	9	-5	15	-8	-2	8
COc1ccc(-c2csc(NC(C)c3nc4cc(C(=O)NCCCO)ccc4n3Cc3ccc(C)cc3)n2)cc1 (stereo unspecified)	-20	-22	-4	-35	-2	-1	-2	-5	-9	-25	-7
Cc1cc(NC(=O)CSc2ccc(-c3ccc(F)cc3)nn2)no1	-5	-7	9	10	-28	-6	3	-11	-6	-4	-1
S=C(Nc1ccc(Br)cc1)NC1CCN(Cc2ccccc2)CC1	5	7	-9	16	12	-6	15	15	-2	28	8
COc1cccc(CN2CCN(Cc3ccc4c(c3)OCCO4)CC2CCO)c1 (stereo unspecified)	-1	-6	-7	7	3	0	-2	-3	1	-2	-1
CC(=O)NC(c1ccc(Cl)cc1Cl)c1ccc2cccnc2c1O (stereo unspecified)	88*	40	23	29	69*	-6	15	-9	4	23	1
CCc1nc2ccc(C(=O)NCCCN3CCCC3=O)cn2c1N(CC)CCOC	11	-3	-13	11	·	9	-13	17	·	-32	-2
CCOC(=O)c1sc2nc(SCC#N)n(CCCN3CCCC3=O)c(=O)c2c1C	2	3	8	-17	14	-3	0	-1	-12	19	-8
Cc1c(NC(=O)CN2C(=O)NC(C)(c3ccccc3)C2=O)c(=O)n(-c2ccccc2)n1C (stereo unspecified)	-5	-14	7	-15	1	4	31	-8	-8	-8	-6
O=C(NN=Cc1ccc2c(c1)CCC2)c1cccc([N+](=O)[O-])c1	14	-26	-17	-41	-1	10	-3	-13	-1	-27	-6
Cc1cc(SCC(=O)N(C)C2CCS(=O)(=O)C2)nc2c(C)cccc12 (stereo unspecified)	7	-1	13	2	-27	2	24	-4	-4	13	0
CCN1CCN(C(=O)CCN2C(=O)COc3ccc(C)cc32)CC1	1	0	-16	-17	-42	-3	0	8	-3	-2	3
CCOCCc1nn2c(=O)cc(CSCC(=O)Nc3cccc(C)c3C)nc2s1	5	-8	-7	-12	3	2	-6	9	0	-4	-8
Cc1csc(NC(=O)C2CCN(S(=O)(=O)c3ccc4c(c3)oc(=O)n4C)CC2)n1	3	-9	1	8	12	12	9	-2	0	14	7
Cc1ccc(Cc2c(-c3ccc(Cl)cc3)nc3cc(C)c(Br)c(C)n23)cc1	9	-13	-30	-28	·	·	2	-6	·	-42	-5
Cc1cccc[n+]1CC(=O)Nc1ccccc1	9	-9	3	-1	2	0	-10	-11	-2	-8	-21

Following part
SMILES	LRH-1 inv ag	NCOA1 inh	SRC3 inh	TROY signal inh	EBV LMP1 NFkB	Vif inh	TRAIL sens C8	COUP-TFII inh	TLR9-MyD88 inh	NCOA2 inhibitor	NOD2 RIPK2 PPI
Cc1cccc(-n2ccnc2SCC(=O)Nc2cc(C)on2)c1	-5	-7	-21	1	3	17	-16	0	13	2	-6
CN(Cc1ccnc2ccccc12)C(=O)C1CCC(=O)N(Cc2ccccc2F)C1 (stereo unspecified)	12	5	0	-9	-4	-9	-3	-1	-13	10	-10
c1ccc(C2=Nn3c(Cn4nnc5ccccc54)nnc3SC2)cc1	6	0	1	-18	·	-6	-9	-11	·	10	4
O=S1(=O)CC(N2CCN(c3ccccn3)CC2)CN1Cc1ccccc1 (stereo unspecified)	-1	-23	2	-5	·	·	5	2	·	12	-4
COC(=O)C(N)Cc1ccc(O)cc1 (stereo unspecified)	-2	5	-5	-3	2	4	-10	-10	-10	-12	2
CCOC(=O)c1ccc(NC(c2ccc(N(C)C)cc2)P(=O)(OC(C)C)OC(C)C)cc1 (stereo unspecified)	-7	13	20	3	-1	3	-2	12	-1	-33	1
C/C(=N/NC(=O)CNC(=O)c1ccccc1F)c1ccc2c(c1)CCCC2	-15	-27	5	13	12	2	-4	23	-2	-7	-2
CNC(=O)c1c(NC(=O)CCS(=O)(=O)c2ccccc2)sc(C)c1C	12	-4	-22	-28	-1	-6	-15	5	4	6	-7

Among those listed so far, these contain a cyano group:
SMILES	LRH-1 inv ag	NCOA1 inh	SRC3 inh	TROY signal inh	EBV LMP1 NFkB	Vif inh	TRAIL sens C8	COUP-TFII inh	TLR9-MyD88 inh	NCOA2 inhibitor	NOD2 RIPK2 PPI
CC(NC(=O)c1ccco1)C(=O)N1CCN(S(=O)(=O)c2ccccc2C#N)CC1 (stereo unspecified)	-13	-38	2	14	3	9	-5	15	-8	-2	8
CCOC(=O)c1sc2nc(SCC#N)n(CCCN3CCCC3=O)c(=O)c2c1C	2	3	8	-17	14	-3	0	-1	-12	19	-8

The list is partial. The share of hits here may be higher or lower than overall.
